# Scp-1 inhibitor: Scp-1 phosphatase inhibitors, primary screen, biochemical, colorimetric, uHTS | AID 493091, 2011 | inhibition, % at 20 µM | Recombinant Scp1, phosphopeptide, malachite green phosphate absorbance | Carboxy-terminal domain RNA polymerase II polypeptide A small phosphatase 1 (Homo … | 340,000 tested, 0.88% active;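 active = inhibition above about 50% at 20 µM, limit read from the data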;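 also: plate controls were DMSO wells with enzyme for no effect and wells lacking enzyme for full effect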
# Target sequence (Q9GZU7 76-261 limits assumed): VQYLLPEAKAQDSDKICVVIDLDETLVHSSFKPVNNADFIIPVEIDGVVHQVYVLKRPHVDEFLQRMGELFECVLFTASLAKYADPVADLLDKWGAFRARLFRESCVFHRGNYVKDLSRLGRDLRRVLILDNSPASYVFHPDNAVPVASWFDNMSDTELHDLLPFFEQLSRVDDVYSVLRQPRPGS
#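 Test system: SCP-1 phosphatase catalytic domain, residues 76-261; measured by: colorimetric phosphate reagent with accelerator and stabiliser, absorbance at 630 nm; timing: enzyme reaction 45 min at room temperature, colour 5 min, stabilisation 30 min; also added: Phosphorylated 17-residue peptide substrate; compound dosing: one concentration, 20 µM, with 1.0% DMSO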
# bovine MsrA act: bovine MsrA enzyme activators, primary screen, biochemical, absorbance, HTS. Methionine sulfoxide reductase A (Bos taurus). activation, % at 10.6 µM. AID 602163, 2012. purified bovine MsrA, absorbance read-out. 360,000 tested, 0.3% active; in the data active = activation above about 7.5%;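 also: 0% = vehicle and 100% = reference activator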
# eLon inh: inhibitors of E. coli Lon protease, primary screen, biochemical, fluorescence polarization | P0A9M0 | purified E. coli Lon protease | inhibition, % at 7.94 µM | 360,000 tested, 0.42% active | AID 602123, 2011; in the data active = inhibition above about 13%, passing the limit was not always enough;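 also: 0% = enzyme with probe and DMSO and 100% = no enzyme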
# SUMO1-SIM PPI: modulators of SUMO1 protein-protein interactions, primary screen, biochemical, uHTS | SUMO1 binding to a labelled peptide, TR-FRET, 1 h | Small ubiquitin-related modifier 1 (Homo sapiens), P63165 | inhibition, % at 20 µM | 360,000 tested, 0.33% active; in the data active = inhibition above about 37%
# Target sequence (P63165 whole entry, looked up): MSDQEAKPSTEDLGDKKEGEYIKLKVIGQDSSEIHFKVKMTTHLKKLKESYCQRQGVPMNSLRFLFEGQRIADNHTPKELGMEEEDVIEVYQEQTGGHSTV
# DNMT1 inh: human DNMT1 methyltransferase inhibitors, primary screen, biochemical, molecular beacon, fluorescence, HinP1I cleavage, uHTS | DNA (cytosine-5)-methyltransferase 1 (Homo sapiens), P26358 | inhibition (reported as % activation of signal), % at 10 µM | 360,000 tested, 0.83% active | AID 588458, 2011; in the data active = inhibition above about 50%
# Tb MetRS inh: T. brucei MetRS inhibitors, primary screen, biochemical, luminescence | inhibition, % at 11.9 µM | methionyl-tRNA synthetase (Trypanosoma brucei brucei) | 360,000 tested, 0.4% active | purified T. brucei MetRS, ATP depletion, Kinase-Glo luminescence;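 active = inhibition above a per-plate cutoff of the control wells' mean inhibition plus 3 SD, cut at about 5.5% in these data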;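 also: 0% = DMSO wells median and 100% = median of wells with control inhibitor compound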
#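 Dosing: 11.9 µM compound single dose, 0.9% DMSO; Assay system: purified T. brucei MetRS enzyme; Measured by: Kinase-Glo luciferase luminescence reporting remaining unconsumed ATP; Schedule: 15 min plus 2 h at 25 °C.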
# MsrA inhibitor: bovine MsrA enzyme inhibitors, primary screen, biochemical, absorbance, HTS; 360,000 tested, 0.75% active; purified bovine MsrA, absorbance read-out; inhibition, % at 15.5 µM; in the data active = inhibition above about 4.5%;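 also: 0% = vehicle wells with enzyme and 100% = reference inhibitor wells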
# CendR NRP1 mod: modulators of CendR peptide binding to NRP-1, primary screen, biochemical, fluorescence polarization, uHTS; Neuropilin-1 (Homo sapiens), O14786; FAM-RPARPAR peptide binding to NRP-1; inhibition, % at 25 µM; 360,000 tested, 0.85% active; AID 602438, 2012;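 active = inhibition or corrected inhibition above about 18%, plus a signal ratio from 0.5 to 1.5, limit read from the data, passing the limit was not always enough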; also: strong numbers were not always called active
# STEP inh: STEP phosphatase inhibitors, primary screen, biochemical, fluorescence intensity, uHTS | 360,000 tested, 0.25% active | inhibition, % at 20 µM | recombinant STEP, OMFP fluorogenic substrate | AID 588621, 2011;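 active = inhibition at 20 µM, scaled per plate between control wells, above about 37%, limit read from the data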;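 also: 0% = DMSO with enzyme and substrate and 100% = substrate only without enzyme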
# Target sequence (P54829 whole entry, looked up): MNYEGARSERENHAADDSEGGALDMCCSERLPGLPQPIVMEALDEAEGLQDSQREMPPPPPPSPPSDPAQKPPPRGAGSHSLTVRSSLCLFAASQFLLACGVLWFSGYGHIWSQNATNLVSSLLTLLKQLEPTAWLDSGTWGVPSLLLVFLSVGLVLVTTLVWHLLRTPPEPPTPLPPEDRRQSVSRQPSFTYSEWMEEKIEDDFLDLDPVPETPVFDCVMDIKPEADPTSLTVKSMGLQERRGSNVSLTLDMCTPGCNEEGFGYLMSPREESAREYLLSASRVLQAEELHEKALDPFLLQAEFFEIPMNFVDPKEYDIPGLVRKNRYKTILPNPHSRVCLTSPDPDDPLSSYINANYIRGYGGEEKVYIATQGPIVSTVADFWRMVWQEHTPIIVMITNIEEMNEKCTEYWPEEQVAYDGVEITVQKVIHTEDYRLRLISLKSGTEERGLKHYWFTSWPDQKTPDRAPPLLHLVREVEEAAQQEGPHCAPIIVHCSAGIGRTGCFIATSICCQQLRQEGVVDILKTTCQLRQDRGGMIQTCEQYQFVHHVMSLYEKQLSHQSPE
#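 System: STEP phosphatase, cell-free reaction; Buffer or medium: Bis-Tris pH 6.0 buffer with DTT, detergent; Incubation: 20 min at room temperature, dark; Measured by: fluorescence, 480/540 nm.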
# LMPTP inh: LMPTP phosphatase inhibitors, primary screen, biochemical, fluorescence intensity, uHTS; Low molecular weight phosphotyrosine protein phosphatase (Homo sapiens), P24666; recombinant LMPTP-A, OMFP fluorogenic substrate; inhibition, % at 20 µM; 360,000 tested, 0.22% active; AID 651560, 2012;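 active = compounds that cut the enzyme signal by at least half of the control window in the single-dose screen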;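 also: plate controls were DMSO wells with enzyme plus substrate for no effect and substrate without enzyme for full effect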
# Target sequence (P24666 whole entry, looked up): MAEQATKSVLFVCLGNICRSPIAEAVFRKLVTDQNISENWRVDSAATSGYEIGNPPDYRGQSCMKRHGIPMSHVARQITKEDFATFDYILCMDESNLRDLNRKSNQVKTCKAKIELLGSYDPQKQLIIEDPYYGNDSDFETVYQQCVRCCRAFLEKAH
#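 Assay system: LMPTP-A, protein tyrosine phosphatase of low molecular weight / Medium: pH 6.0 Bis-Tris buffer with DTT and Triton X-100 / Schedule: 50 min enzyme reaction at room temperature, protected from light / Measured by: endpoint fluorescence intensity from OMFP dephosphorylation / Read-out basis: % inhibition relative to no-enzyme and uninhibited control wells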
# Starred values were filed as active, the others as inactive; . = not tested or not shown.
cpd	SMILES	Scp-1 inhibitor	bovine MsrA act	eLon inh	SUMO1-SIM PPI	DNMT1 inh	Tb MetRS inh	MsrA inhibitor	CendR NRP1 mod	STEP inh	LMPTP inh
1	Cc1cccc2c(N=Nc3ccccc3)c(O)[nH]c12	-5.9	-2.7	41.1	-12.3	2.2	-0.2	2.0	107.2	-13.1	-0.2
2	O=C(c1ccc2c(c1)OCO2)C1CCCN(Cc2ccccc2OC(F)F)C1 (stereo not drawn)	-4.7	-3.9	4.6	-2.4	4.1	-0.3	0.8	1.7	-1.6	0.6
3	Cn1cnc(C(=O)NCc2ccc(CNC(=O)OC(C)(C)C)cc2)c1C(=O)NCc1ccc(CNC(=O)OC(C)(C)C)cc1	-8.5	2.2	7.8	9.1	-4.7	-0.3	-0.3	16.9	-2.2	3.4
4	Cc1cccc([C@@H]2[C@@H]3C(=O)N(C)C(=O)[C@@H]3[C@@H]3C(=O)Nc4ccccc4C(=O)N23)c1	-2.3	-4.5	0.3	-5.7	0.2	-0.3	-0.8	10.8	-1.4	-0.2
5	O=C(Cc1ccc(Cl)cc1)N1CCC2(CC1)NCCc1[nH]cnc12	-6.8	-3.2	5.8	8.8	3.1	0.0	0.2	6.6	-0.3	0.2
6	OC[C@@H]1CN(CCc2ccccc2)C[C@H](n2cnc3c(N4CCOCC4)ncnc32)O1	.	-1.0	-5.5	0.0	5.3	-0.3	0.1	6.5	-2.5	-2.1
7	Cc1ccc(NC2=Nc3ccccc3CC2)cc1	-17.6	0.6	2.3	2.9	0.3	0.0	1.0	4.5	0.0	0.1
8	COC(=O)C1=C(C)Nc2c(c(=O)n(C)c(=O)n2C)C1c1ccc(C)cc1 (stereo not drawn)	-4.4	-8.3	-4.4	0.8	1.1	-0.5	0.9	8.3	-3.7	1.5
9	COc1ccc(Cc2c[nH]c(=O)[nH]c2=O)cc1	-8.1	-1.5	-4.8	0.7	1.8	1.4	0.1	-6.3	3.1	-1.6
10	CC1CN(C(=O)c2cc(F)c(F)cc2Cl)CC(C)O1 (stereo not drawn)	-2.2	-1.9	-0.1	1.0	11.4	-0.3	0.4	13.5	19.4	-1.3
11	NCCCC[C@@H]1NC(=O)c2cc([N+](=O)[O-])cc(I)c2SC[C@@H](C(N)=O)NC(=O)[C@H](CCC(N)=O)NC1=O	9.3	-5.5	-3.9	-3.3	14.8	-0.6	0.0	1.9	-2.1	-3.6
12	COC(=O)C1=NNC2(C)C(=O)N(c3ccc(C)cc3)C(=O)C12 (stereo not drawn)	-2.2	-5.0	3.9	-1.6	-3.3	-1.1	1.2	6.0	3.7	-0.5
13	COCCN(CCOC)c1nc(S(=O)(=O)c2ccc(C)cc2)c(Cl)s1	2.5	-2.5	-7.6	0.1	-3.5	-1.1	-0.1	-2.7	1.8	0.3
14	COCCOC(=O)C(C#N)c1nc2ccccc2nc1N1CCN(Cc2ccccc2)CC1 (stereo not drawn)	-5.6	-9.9	-3.4	-17.8	-14.8	-1.4	.	-15.7	2.3	1.7
15	CCCCN(CC)Cc1ccc(CNC(=S)Nc2ccccc2F)o1	-2.0	-2.4	-0.4	-0.3	-0.9	0.5	0.2	2.9	4.3	-0.8
16	COc1ccccc1N1C(=O)CC(c2ccccc2)CC1=O	-2.7	-5.5	4.6	-1.5	-3.5	-0.3	1.7	-4.4	-2.3	1.1
17	CN(C)CCCNC(=S)N1CCC(C(=O)c2ccc(Cl)cc2)CC1	.	-3.7	-3.4	-6.8	-0.7	-0.4	-1.3	-8.1	2.3	-4.1
18	COc1ccc(CCNC(=O)COC(=O)CSc2ccc([N+](=O)[O-])cc2)cc1OC	-6.8	-3.1	1.8	-28.6	0.9	0.0	1.1	4.4	-0.9	-0.4
19	Cc1[nH]c(=O)[nH]c(=O)c1NC(=O)c1ccc(OC(C)C)cc1	-0.8	-2.0	-2.5	3.7	0.9	-0.4	0.3	3.1	4.6	-0.6
20	COc1ccc(Br)cc1CN(C)CC(=O)NCc1ccc(F)cc1	-12.3	-3.3	4.5	0.3	2.0	1.3	-1.2	4.3	2.5	-0.7
21	COc1ccc(-c2oc3c(c2C(=O)OCCO)C(OCCO)CCC3)cc1 (stereo not drawn)	.	-3.0	7.3	-3.2	.	-0.7	1.2	11.6	.	-1.0
22	CCc1cc2c(Nc3ccccc3O)nc(C)nc2s1	-9.5	-3.5	-1.7	-4.5	-0.6	-0.4	1.9	5.4	-0.2	2.5
23	O=[N+]([O-])c1ccc(C(O)CN2CCOCC2)cc1 (stereo not drawn)	-9.3	-3.3	4.1	-11.6	-0.3	0.5	-0.4	-4.1	-1.2	-0.6
24	N#CNC(N)=Nc1cccc(Cl)c1	-5.5	-2.2	-4.0	6.3	-3.7	-0.9	1.1	-1.7	1.0	-0.1
25	COc1ccc(-c2noc(CN3CCOCC3)n2)cc1OC	-5.6	-8.7	-6.6	-3.1	-2.2	-1.7	-0.4	-14.1	-0.9	-1.1
26	COc1cc(NS(=O)(=O)c2ccc(C)cc2)c2c(c1N)C(=O)c1ccccc1C2=O	.	-1.8	-7.9	-3.3	5.8	-0.1	-0.5	-38.7	1.8	5.7
27	OC[C@@H]1CN(Cc2ccccc2)C[C@H](n2ccc3c(N4CCCC4)ncnc32)O1	.	-2.0	1.8	-4.0	-1.7	-0.2	-0.8	-5.2	2.7	-1.3
28	CCOC(=O)C1=C(COC(=O)C(CC)c2ccccc2)NC(=O)NC1C (stereo not drawn)	-8.1	-1.1	4.0	3.0	-3.1	-0.3	1.5	-1.6	0.7	0.1
29	Cc1ccc(S(=O)(=O)N2C[C@@H]3[C@H]4CC[C@H](C4)[C@@H]3[C@@H](C)[C@@H]2c2cn(Cc3ccccc3)c3ncccc23)cc1	9.2	-1.3	-6.2	1.0	-3.6	-0.8	-0.1	9.0	3.7	2.3
30	COc1c(NC=O)c2c(c([N+](=O)[O-])c1OC)C(=O)OC2	-2.2	-2.9	3.3	-10.4	-1.3	-0.2	2.1	8.0	0.6	0.3
31	Cn1c(=O)c(C(=O)NC2CCCCCCC2)c(O)c2ccccc21	-6.8	7.5	-2.8	7.6	5.5	-0.2	-0.2	2.4	0.8	-0.1
32	O=C(Nc1ccccc1)c1cc(Cl)nc2ccccc12	-11.1	1.2	-2.9	-12.1	-2.0	-0.5	1.6	-1.5	-2.1	-1.3
33	CCCc1c(C(=O)N/N=C(\C)CCc2ccc(OC)cc2)nnn1-c1nonc1N	-5.7	-3.1	10.4	0.6	0.6	0.4	-0.4	0.6	-2.7	-1.4
34	CC(=O)Oc1c(S(=O)(=O)c2ccc(C)cc2)c(C)nn1C(C)(C)C	0.0	-3.3	1.8	0.6	0.4	-0.9	2.1	-3.0	0.7	-1.0
35	CCc1nc2ccc(C(=O)NCCC(C)C)cn2c1N(CC)CCOC	.	-7.0	11.8	2.5	-3.7	-0.3	0.1	-10.6	0.3	-0.8
36	COc1ccc(/C=C/c2ccc3cccc(O)c3n2)cc1Br	-1.1	-7.4	9.4	-2.0	-4.3	-1.4	1.6	-6.3	2.8	-0.4
37	CCN(CC)N=Nc1ccc(C(=O)O)cc1	3.8	-1.5	-9.3	-2.2	-3.8	0.4	2.0	-4.9	-1.4	-0.1
38	Cc1cccc(OCCCC(=O)NC2CCCCC2)c1	-8.1	-1.8	-1.9	4.4	3.5	-0.4	-1.1	5.7	2.0	-0.4
39	O=C(Cc1c(F)cccc1Cl)Nc1cc(S(=O)(=O)N2CCCCC2)ccc1N1CCOCC1	-4.0	-5.0	-8.8	-2.5	-2.0	-1.0	1.9	0.0	2.8	0.0
40	Cc1cccc(C)c1NC(=O)c1cnn(-c2ccccc2)c1C	-0.8	-6.3	4.0	6.5	3.4	-1.0	0.8	6.4	-0.3	-1.1
41	CN1CCN(S(=O)(=O)c2ccc(Br)c3nsnc23)CC1	-9.4	-6.4	-8.3	-24.2	0.3	-0.3	1.7	2.5	3.1	-1.6
42	C=C(C)Cn1c(SCC(=O)N/N=C/c2c(O)ccc3ccccc23)nc2ccccc2c1=O	18.6	4.9	-4.5	-0.7	-12.5	-0.3	0.1	-13.7	2.4	3.6
43	CC1=C(C(=O)OC2CCCCC2)C(c2cccnc2)n2nnnc2N1 (stereo not drawn)	-2.5	-4.1	8.0	1.2	1.2	-0.6	-0.5	9.2	-2.7	-22.6
44	CCOC(=O)c1c(/N=C/C2=C(O)CC(C)(C)CC2=O)sc2c1CCCC2	-14.4	-1.9	-6.3	-14.1	4.0	0.8	-0.6	4.3	-1.2	2.6
45	CCNC(=O)COC(=O)/C=C/c1c(C)nn(Cc2cccc(OC)c2)c1Cl	-7.4	0.8	-10.3	19.9	-6.1	0.1	0.0	-6.8	-0.1	0.3
46	Cc1nc2ccccn2c1C(=O)NNC(=S)Nc1ccc(Cl)cc1	-9.8	1.8	-2.5	6.1	9.1	-0.5	0.8	5.7	2.5	-0.9
47	Cc1oc(C)c2c(=O)ccc3c(c12)OC(N)=C(C#N)C3c1ccc(F)cc1 (stereo not drawn)	-1.5	-5.2	-65.0	-2.1	7.4	-0.2	0.7	-110.0	-0.5	0.3
48	O=C(CN1C(=O)c2cccc3cccc(c23)C1=O)NCCN1CCOCC1	1.7	-6.3	-1.5	-7.8	0.6	-0.7	2.8	-5.4	-2.2	-0.2

# Retrieved by compound from the entries so far (2):
cpd	SMILES	Scp-1 inhibitor	bovine MsrA act	eLon inh	SUMO1-SIM PPI	DNMT1 inh	Tb MetRS inh	MsrA inhibitor	CendR NRP1 mod	STEP inh	LMPTP inh
38	Cc1cccc(OCCCC(=O)NC2CCCCC2)c1	-8.1	-1.8	-1.9	4.4	3.5	-0.4	-1.1	5.7	2.0	-0.4
45	CCNC(=O)COC(=O)/C=C/c1c(C)nn(Cc2cccc(OC)c2)c1Cl	-7.4	0.8	-10.3	19.9	-6.1	0.1	0.0	-6.8	-0.1	0.3

# Single entries from above.
# CendR NRP1 mod, Cc1cccc(OCCCC(=O)NC2CCCCC2)c1 reads 5.7
# eLon inh, OC[C@@H]1CN(Cc2ccccc2)C[C@H](n2ccc3c(N4CCCC4)ncnc32)O1 reads 1.8
# LMPTP inh, C=C(C)Cn1c(SCC(=O)N/N=C/c2c(O)ccc3ccccc23)nc2ccccc2c1=O reads 3.6
# STEP inh, COCCOC(=O)C(C#N)c1nc2ccccc2nc1N1CCN(Cc2ccccc2)CC1 (stereo not drawn) reads 2.3
